AMA1-RON2 inh: qHTS for Inhibitors of AMA1-RON; Towards Development of Antimalarial Drug Lead: Primary Screen | Potency, µM (series often up to 58.2 µM), for the others: top-dose activity change, negative = inhibition, actives largely listed as inhibitors | AlphaScreen AMA1-biotinylated RON2 peptide binding | AID 720542, 2013 | 360,000 tested, 0.2% active | Plasmodium falciparum AMA1 (3D7) - RON2 peptide interaction;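 note: potency is the fitted concentration of half-maximal effect; 0% = vehicle wells and -100% = peptide control; nearly all actives have a fitted effect of over 45% in size; some results filed as inactive show a strong effect at the top dose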
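AMA1 (3D7) with his tag at 25 nM final met compounds first, then biotinylated RON2 peptide at 25 nM; detection used donor plus acceptor beads, 10 µg/mL apiece, read by AlphaScreen after 30 min at room temperature.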
HCMV antiviral: qHTS Assay for inhibitors of the human cytomegalovirus (HCMV) | HFF cells, HCMV-luciferase reporter, 72 h; hits give low values | activity change, negative = inhibition, % at 57.5 µM | 410,000 tested, 4.5% active | AID 1259415, 2018; in the data active = activity change below about -60%; inconclusive = no clear call, values can overlap the other calls; inactive = above about -39%
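Two compound doses tested in HFFs infected with HCMV-luciferase, MOI 1 PFU/cell, 72 h at 37C. Lysate luminescence read with OneGlo; data normalized against buffer-only and 10uM Salinomycin inhibitor controls.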
AmpC no deterg: qHTS Inhibitors of AmpC Beta-Lactamase (assay without detergent); P00811; AmpC nitrocefin hydrolysis, absorbance 480 nm, 0.0001% Triton; Potency, µM (doses to about 57.1 µM), for inactives: top-dose activity change, negative = inhibition, actives largely listed as inhibitors; 330,000 tested, 0.52% active; AID 485341, 2010;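 note: potency is the fitted concentration of half-maximal effect; plate controls were no compound for no effect and no enzyme for full effect; nearly all actives have a fitted effect of over 20% in size; some results filed as inactive show a strong effect at the top dose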
Target sequence (P00811 whole entry, looked up): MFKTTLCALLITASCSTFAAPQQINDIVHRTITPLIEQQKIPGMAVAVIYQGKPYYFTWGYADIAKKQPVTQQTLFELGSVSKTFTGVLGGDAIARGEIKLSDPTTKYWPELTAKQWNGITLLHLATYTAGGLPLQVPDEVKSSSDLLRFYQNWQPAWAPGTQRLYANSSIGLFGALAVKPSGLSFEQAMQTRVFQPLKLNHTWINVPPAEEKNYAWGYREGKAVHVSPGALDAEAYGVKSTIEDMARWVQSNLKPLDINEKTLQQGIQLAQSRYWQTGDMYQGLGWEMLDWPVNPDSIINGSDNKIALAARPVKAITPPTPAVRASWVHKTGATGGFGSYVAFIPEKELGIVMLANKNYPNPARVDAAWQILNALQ
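AmpC (5.3 nM in the dispensed reagent) in 20 mM phosphate pH 7.0 with 0.01% (detergent screen) or 0.0001% Triton X-100 was preincubated with compounds for 15 min at room temperature. Nitrocefin was then added from an 800 uM solution, and hydrolysis was followed at 480 nm.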
Sm TGR block: qHTS Assay for the Inhibitors of Schistosoma Mansoni Peroxiredoxins; purified TGR, DTNB reduction, TNB absorbance 405 nm; Potency, µM (series often up to 114 µM), for inactives: at the top dose activity change, negative = inhibition, most hits filed as inhibitors; 360,000 tested, 3% active; Schistosoma mansoni thioredoxin glutathione reductase (TGR), Q962Y6; note: potency is the fitted concentration of half-maximal effect; nearly all actives have a fitted effect of over 60% in size
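TGR 20 nM + NADPH 100 uM (dispensed conc.), cpd preinc 15 min RT; start with NADPH (500 uM addition) then DTNB (15 mM addition). Kinetic TNB absorbance, 405 nm filter. Four-parameter Hill fit across titration.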
FBPA Giardia inh: qHTS Assay for Inhibitors of Fructose-1,6-bisphosphate Aldolase from Giardia Lamblia; A8B2U2; purified Giardia FBPA; Potency, µM (highest dose often 59.6 µM), without a hit: at the highest dose activity, negative = inhibition, actives largely listed as inhibitors; 290,000 tested, 0.71% active; AID 2451, 2010; note: potency is the fitted concentration of half-maximal effect; nearly all actives have a fitted effect of over 55% in size
Target sequence (A8B2U2 whole entry, looked up): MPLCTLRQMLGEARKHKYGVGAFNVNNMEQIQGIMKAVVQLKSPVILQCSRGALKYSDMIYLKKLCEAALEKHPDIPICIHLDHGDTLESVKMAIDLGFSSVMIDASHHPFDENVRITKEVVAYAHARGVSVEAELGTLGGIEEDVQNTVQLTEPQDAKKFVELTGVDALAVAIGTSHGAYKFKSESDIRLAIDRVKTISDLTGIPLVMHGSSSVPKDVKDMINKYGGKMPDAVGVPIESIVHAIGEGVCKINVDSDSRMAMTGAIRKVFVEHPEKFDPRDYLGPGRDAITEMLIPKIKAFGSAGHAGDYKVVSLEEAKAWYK
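Giardia FBPA (40 nM reagent) was preincubated 10 min at RT with compound (up to 57.5 uM final), then substrate plus GAPDH/TPI/NAD/arsenate coupling system with diaphorase/resazurin was added; resorufin fluorescence (525/598 nm) was read after 20 min.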
AmpC inh detg: qHTS Inhibitors of AmpC Beta-Lactamase (assay with detergent) | P00811 | 370,000 tested, 0.041% active | AID 485294, 2010 | AmpC hydrolysis of nitrocefin, absorbance 480 nm, 0.01% Triton | Potency, µM (series often up to 114 µM), without a hit: top-dose activity change, negative = inhibition, actives largely listed as inhibitors;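 note: potency is the fitted concentration of half-maximal effect; 0% = no-compound wells and -100% = no-enzyme wells; nearly all actives have a fitted effect of over 25% in size; some results filed as inactive show a strong effect at the top dose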
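20 mM phosphate pH 7.0 + 0.01% (detergent screen) or 0.0001% Triton X-100; 5.3 nM AmpC reagent; cpd preinc 15 min RT; nitrocefin (800 uM stock) to start; A480 q20 s × 4 min; Activity was normalised to no-enzyme and no-compound control wells.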
* = called active by the depositor; [ ] = remark or other dose. Unless noted, calls come from the whole dose curve; as a rule, active = well fitted curve in the direction sought with a large enough effect; inconclusive = small, poorly fitted or top-dose-only effect, or another doubt; inactive = no such curve, though single readings can be large; an effect the other way counts as inactive or inconclusive. Unless noted, % is set by controls: 0 for no effect and ±100 for the full control effect.

`Cc1cccc(OCc2nnc(SCC(=O)c3ccccc3)o2)c1` gave AMA1-RON2 inh 87.6%[activator], HCMV antiviral 0.2, AmpC no deterg -6.1%, Sm TGR block -2.8%, FBPA Giardia inh 5.6% and AmpC inh detg -8.3%.
CC1=C(C(=O)OCCBr)C(c2cccc3ccccc23)NC(=O)N1 (stereo not drawn) was read as AMA1-RON2 inh 1.7%, HCMV antiviral -22.8, AmpC no deterg -23.6%, Sm TGR block 39.8µM*, FBPA Giardia inh -6.5% and AmpC inh detg inconclusive.
CC(C)C(c1nnnn1Cc1cccs1)N1CCN(C(=O)c2ccco2)CC1 (stereo not drawn) was read as AMA1-RON2 inh 0.9%, HCMV antiviral inconclusive, AmpC no deterg -4.9%, Sm TGR block -8.1%, FBPA Giardia inh 0.5% and AmpC inh detg -7.6%.
For COC(=O)C1=C(c2cccc(OCc3ccccc3)c2)C[C@@H]2CC[C@H]1N2C(=O)NCc1cccc(OC)c1 the results were AMA1-RON2 inh -11.7%, HCMV antiviral -26.5, AmpC no deterg -5.2%, Sm TGR block 6.7% and AmpC inh detg -0.5%.
NC(=O)C1(NC(=O)[C@@H]2CC3(CC(c4cccc(NC(=O)[C@@H]5CCC(=O)N5)c4)=NO3)CN2C(=O)Cc2ccc(C(F)(F)F)cc2)CC1 (stereo partly drawn) was read as AMA1-RON2 inh 4.3%, HCMV antiviral -5.3, AmpC no deterg 124.0%[activator], Sm TGR block -16.5%, FBPA Giardia inh 3.8% and AmpC inh detg 1.4%.
Screening O=C(CN1C(=O)CC(c2ccccc2)Sc2ccccc21)NCC1CCCO1 (stereo not drawn) returned AMA1-RON2 inh 11.6%, HCMV antiviral -1.9, AmpC no deterg 37.7%, Sm TGR block -0.5%, FBPA Giardia inh 5.3% and AmpC inh detg 3.0%.
COc1ccccc1CNC(=O)C1CCCN(S(=O)(=O)c2ccc3c(c2)CCCN3C(C)=O)C1 (stereo not drawn) was read as HCMV antiviral 0.6, Sm TGR block 4.3% and AmpC inh detg -1.9%.
`Cc1ccc(NC(=O)OCc2cn(-c3ccc(Cl)cc3)nn2)cc1` gave AMA1-RON2 inh -1.4%, HCMV antiviral 17.1, AmpC no deterg -13.4%, Sm TGR block 0.0%, FBPA Giardia inh -0.5% and AmpC inh detg -12.8%.
`CCN(CC)C(=O)CSc1ncnc2c(-c3ccc(OC)cc3)nsc12` gave AmpC no deterg -17.5%, Sm TGR block -11.0%[57.1 µM], FBPA Giardia inh -3.6% and AmpC inh detg -2.8%.
`Brc1ccc(Nc2nc(-c3cccnc3)cs2)cc1` gave AMA1-RON2 inh -0.6%, HCMV antiviral 42.8, AmpC no deterg inconclusive, Sm TGR block -13.2%, FBPA Giardia inh -7.8% and AmpC inh detg -3.8%.
Screening CN(C)CC(C)(C)CNC(=O)C1CCN(Cc2ccccc2O)CC1 returned AMA1-RON2 inh 11.2%, HCMV antiviral 14.9, AmpC no deterg -14.3%, Sm TGR block 1.7%, FBPA Giardia inh -9.2% and AmpC inh detg 2.3%.
Screening Cc1ccc(C(=O)O)cc1NC(=S)NC(=O)Cc1ccccc1 returned AMA1-RON2 inh 29.5%, HCMV antiviral 56.4, AmpC no deterg -14.9%, Sm TGR block 0.0%, FBPA Giardia inh 13.2% and AmpC inh detg 3.0%.
Screening COc1ccc(CNC(=O)CSc2nnc3c(n2)[nH]c2ccc(OC)cc23)cc1 returned AMA1-RON2 inh 23.9%, HCMV antiviral 16.6, AmpC no deterg -6.7%, Sm TGR block -15.6%, FBPA Giardia inh -19.4% and AmpC inh detg -8.1%.
Screening COc1ccc(/C=C/C(=O)NC2CC3CCC2C3)cc1 (stereo not drawn) returned AMA1-RON2 inh 2.0%, HCMV antiviral 34.2, AmpC no deterg -18.2%, Sm TGR block 10.2%, FBPA Giardia inh 2.6% and AmpC inh detg inconclusive.
Screening Cc1ccc(Cl)cc1NC(=O)CSc1nc2c(c(=O)[nH]1)CN(Cc1ccccc1)CC2 returned HCMV antiviral -7.5, Sm TGR block 1.8% and AmpC inh detg 15.8%.
For O=C(NCC(c1cccnc1)N1CCN(c2ccccc2F)CC1)OCc1ccccc1 (stereo not drawn) the results were AMA1-RON2 inh -12.7%, HCMV antiviral -36.5, AmpC no deterg 74.3%[activator], Sm TGR block 0.0%, FBPA Giardia inh -0.3% and AmpC inh detg inconclusive.
`CC(=O)/C(=C/N(C)C)C(=O)Nc1ccc(Cl)cc1Cl` gave AMA1-RON2 inh -0.8%, HCMV antiviral inconclusive, AmpC no deterg -37.1%, Sm TGR block inconclusive, FBPA Giardia inh 8.1% and AmpC inh detg -3.0%.
For O=C1C(=O)N(Cc2ccco2)C(c2cccc(Cl)c2)/C1=C(\O)c1ccc2c(c1)OCCO2 (stereo not drawn) the results were AMA1-RON2 inh -9.6%, HCMV antiviral -21.9, AmpC no deterg -31.5%, Sm TGR block 35.5µM*, FBPA Giardia inh 3.0% and AmpC inh detg 5.8%.
`CCN(CC)c1ccc(-n2cc3c(=O)n(C)c(=O)n(C)c3c2)cc1` gave AMA1-RON2 inh -28.2%, HCMV antiviral 44.0, AmpC no deterg 47.4%, Sm TGR block -18.1%, FBPA Giardia inh -21.1% and AmpC inh detg inconclusive.
For O=C(CSc1ccc(-c2ccccn2)nn1)NCc1ccc(Cl)cc1 the results were AMA1-RON2 inh 14.1µM*, HCMV antiviral -16.6, AmpC no deterg -21.2%, Sm TGR block 6.0%, FBPA Giardia inh -4.9% and AmpC inh detg 8.7%.
`Cc1ccc(C)c(C(=O)OCC(=O)N(C)c2ccccc2)c1` gave AMA1-RON2 inh 1.0%, HCMV antiviral inconclusive, AmpC no deterg 12.5%, Sm TGR block -1.9%, FBPA Giardia inh 0.7% and AmpC inh detg -7.4%.
Cn1cc(S(=O)(=O)N2CCCCCC2)cc1C(=O)N1CCN(c2ccc(F)cc2)CC1 was read as HCMV antiviral -13.3, Sm TGR block 2.6% and AmpC inh detg 1.9%.
For CCC1CCC2(CC1)NC(=O)N(CC(=O)c1c(C)[nH]c3ccccc13)C2=O (stereo not drawn) the results were AMA1-RON2 inh 6.7%, HCMV antiviral 19.0, AmpC no deterg -14.5%, Sm TGR block -18.2%, FBPA Giardia inh 9.0% and AmpC inh detg 2.0%.
CCS(=O)(=O)C1=NN2C(=N)/C(=C\c3ccc(OC(=O)c4ccco4)cc3)C(=O)N=C2S1 was read as AMA1-RON2 inh 10.3%, HCMV antiviral -12.7, AmpC no deterg -34.9%, Sm TGR block 35.5µM* and AmpC inh detg 1.0%.
CC1CC(C)CN(S(=O)(=O)c2cc3c4c(c2)CCC(=O)N4CCC3)C1 (stereo not drawn) was read as AMA1-RON2 inh 7.4%, HCMV antiviral -38.2, AmpC no deterg -9.1%, Sm TGR block 0.0% and AmpC inh detg -12.8%.
`O=C(CCc1nc2ccccc2c(=O)[nH]1)Nc1nc(-c2cccs2)cs1` gave AMA1-RON2 inh 0.8%, AmpC no deterg -18.4%, Sm TGR block -9.7% and AmpC inh detg inconclusive.
Screening CCOC(=O)N1CCN(C(c2ccc(Cl)cc2)c2sc3nc(C)nn3c2O)CC1 (stereo not drawn) returned AMA1-RON2 inh 0.3%, HCMV antiviral -28.6, AmpC no deterg 138.9%[activator], Sm TGR block 4.5%, FBPA Giardia inh 7.4% and AmpC inh detg -5.0%.
CN1/C(=C\C(=O)COC(=O)C2COc3ccccc3O2)C(C)(C)c2ccccc21 (stereo not drawn) was read as AMA1-RON2 inh -9.1%, AmpC no deterg -22.9%, Sm TGR block 1.6%, FBPA Giardia inh -5.6% and AmpC inh detg inconclusive.
For O=C(CCCCn1c(=O)[nH]c2ccsc2c1=O)NCc1ccc2c(c1)OCO2 the results were AMA1-RON2 inh 0.0%, HCMV antiviral -5.2, AmpC no deterg -16.2%, Sm TGR block -6.9%, FBPA Giardia inh 3.4% and AmpC inh detg inconclusive.
CC(=O)Nc1c(OC(C)=O)ccc2c(C)cc(=O)oc12 was read as AMA1-RON2 inh 3.6%, HCMV antiviral -13.6, AmpC no deterg -11.9%, Sm TGR block -14.8%, FBPA Giardia inh 3.7% and AmpC inh detg inconclusive.
Screening Cc1cccc(Nc2cc(C)nc(-n3nc(C)cc3C)n2)c1 returned HCMV antiviral -83.8*, Sm TGR block 2.0% and AmpC inh detg 14.8%.
`CCOc1ccccc1-n1c(=S)sc2c(=O)n(-c3ccccc3)c(=S)[nH]c21` gave AMA1-RON2 inh -4.7%, HCMV antiviral 9.7, AmpC no deterg -38.0%, Sm TGR block -1.0%, FBPA Giardia inh -12.7% and AmpC inh detg inconclusive.
For COc1ccc(OC)c(-c2nnc3n(Cc4ccc(C)cc4)c(=O)c4ccccc4n23)c1 the results were HCMV antiviral -30.7, Sm TGR block -0.2% and AmpC inh detg 24.4%.
`CC(=O)N1c2ccc(S(=O)(=O)NCCc3cccc(C)c3)cc2CC1C` (stereo not drawn) gave HCMV antiviral -13.2, Sm TGR block -3.5% and AmpC inh detg 10.4%.
CCOc1ccc(-n2c(SCc3ccc(C(=O)OC)o3)nc3c([nH]c4ccccc43)c2=O)cc1 was read as HCMV antiviral 2.7, Sm TGR block 2.4% and AmpC inh detg 7.1%.
Screening CCS(=O)(=O)N1N=C(c2cccs2)CC1c1cc2cc(C)ccc2nc1Cl (stereo not drawn) returned AMA1-RON2 inh -5.6%, HCMV antiviral inconclusive, AmpC no deterg 4.4%, Sm TGR block -13.0%, FBPA Giardia inh -6.3% and AmpC inh detg 2.0%.
`Cc1ccc(NS(=O)(=O)c2c(C)[nH]c(C)c2C(=O)N2CCCC2)cc1` gave AMA1-RON2 inh -6.1%, HCMV antiviral 34.2, AmpC no deterg -8.3%, Sm TGR block -16.1% and AmpC inh detg -1.1%.
Screening CC1(C)N=C(N)N=C(N)N1c1cccc(CN)c1 returned AMA1-RON2 inh 8.9%, HCMV antiviral 19.3, AmpC no deterg -2.0%, Sm TGR block 5.3%, FBPA Giardia inh -12.1% and AmpC inh detg 0.5%.
For S=C(NC1CCCCC1)NC1CC2C=CC1C2 (stereo not drawn) the results were AMA1-RON2 inh 4.3%, HCMV antiviral -31.3, AmpC no deterg -18.9%, Sm TGR block 2.4%, FBPA Giardia inh 1.3% and AmpC inh detg -5.1%.
For C=CCNC(=O)C(=O)Nc1cc2c3c(c1)CCC(=O)N3CCC2 the results were AMA1-RON2 inh -12.3%, HCMV antiviral 16.6, AmpC no deterg -8.5%, Sm TGR block -7.8% and AmpC inh detg -0.2%.

Assay outcomes (PubChem BioAssay)

This is a random part of the collection, and some 7.8% of all compounds hit somewhere here.
